# Source: PubChem BioAssay (National Center for Advancing Translational Sciences (NCATS))
# ERG Ets-DNA blk = qHTS for Small Molecule Inhibitors of the ERG Ets/DNA interaction; fluorescence polarization, His-ERG Ets domain / labelled DNA; actives 0.028% (n = 370,000); Potency, µM (top dose mostly 76.9 µM), for inactives: at the highest dose FP activity, negative = inhibition, actives largely listed as inhibitors; AID 624246, 2012; active = well fitted inhibition curve with a large enough effect in the polarisation, with a control signal flat; inconclusive = small, poorly fitted or top-dose-only effect, or effect the other way, or a change in a side signal; inactive = no such curve, though single readings can be large or run the other way; the % refers to the polarisation;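 also: polarization taken with two DNA probes labelled with fluorescein and Texas red; potency is read from the fitted curve at half-maximal effect; % of control where 0% means no effect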
# Target sequence (P11308 whole entry, looked up, the tested form may be a part): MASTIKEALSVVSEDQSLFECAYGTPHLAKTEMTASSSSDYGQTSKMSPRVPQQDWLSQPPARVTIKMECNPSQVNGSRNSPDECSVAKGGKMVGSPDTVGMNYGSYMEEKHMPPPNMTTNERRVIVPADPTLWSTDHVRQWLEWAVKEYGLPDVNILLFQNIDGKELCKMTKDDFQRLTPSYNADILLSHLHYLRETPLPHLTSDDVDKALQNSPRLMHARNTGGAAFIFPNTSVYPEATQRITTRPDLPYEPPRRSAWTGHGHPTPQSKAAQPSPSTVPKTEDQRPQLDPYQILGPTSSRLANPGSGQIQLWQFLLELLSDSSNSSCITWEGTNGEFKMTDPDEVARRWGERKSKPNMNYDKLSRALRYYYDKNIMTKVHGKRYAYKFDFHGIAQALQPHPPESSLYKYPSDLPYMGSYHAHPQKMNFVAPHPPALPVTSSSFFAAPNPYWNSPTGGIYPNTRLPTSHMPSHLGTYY
#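 His-tagged ERG Ets domain (1 uM in the protein solution; 300mM KCl, 50mM Tris-HCl, 1mM EDTA, 1mM DTT, pH 7.5) received compound, then a probe mix of 5 nM fluorescein-DNA and 100nM Texas-615-DNA. Fluorescence polarization was read for both dyes.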
# Pol beta inh = qHTS Assay for Inhibitors of DNA Polymerase Beta | P06746 | Pol beta primer extension/strand displacement, fluorescence kinetic | Potency, µM (top dose mostly 114 µM), inactives show at the highest dose activity change, negative = inhibition, hits mostly inhibitors | actives 1.3% (n = 340,000) | AID 485314, 2010; also: potency is read from the fitted curve at half-maximal effect; % is scaled to controls: 0 for no effect and ±100 for the full control effect
#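 Reaction started by 50 nM substrate onto compound-treated Pol beta (10 nM, 15 min preincubation, room temperature); plates read at 0 min and 10 min. Normalized concentration-effect data fitted by four-parameter Hill equation.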
# APEX1 inh = qHTS Assay for Inhibitors of the Human Apurinic/apyrimidinic Endonuclease 1 (APE1); Potency, µM (highest dose often 65.8 µM), without a hit: at the top dose activity change, negative = inhibition, actives largely listed as inhibitors; actives 0.35% (n = 350,000); recombinant APE1, TAMRA/BHQ-2 abasic DNA cleavage fluorescence; AID 2517, 2012;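 also: potency is read from the fitted curve at half-maximal effect; plate controls were vehicle for no effect and reference inhibitor for full effect; nearly all actives have a fitted effect of over 55% in size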
# Target sequence (P27695 whole entry, looked up): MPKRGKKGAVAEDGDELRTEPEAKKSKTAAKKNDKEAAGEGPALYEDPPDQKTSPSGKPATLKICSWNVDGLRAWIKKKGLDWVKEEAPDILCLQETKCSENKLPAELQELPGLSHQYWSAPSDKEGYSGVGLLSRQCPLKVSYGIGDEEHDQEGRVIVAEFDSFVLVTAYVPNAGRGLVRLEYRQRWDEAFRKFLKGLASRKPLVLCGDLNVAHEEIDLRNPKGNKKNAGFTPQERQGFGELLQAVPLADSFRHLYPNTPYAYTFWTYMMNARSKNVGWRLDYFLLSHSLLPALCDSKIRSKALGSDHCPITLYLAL
#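 Substrate: short duplex with […] THF abasic site, 5'-TAMRA and 3'-BHQ-2, 50 nM final. APE1 at 0.75 nM, preincubated 15 min RT with compound. Fluorescence increase from first to third read measured activity.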
# LDHA inh = qHTS assay for inhibitors of human lactate dehydrogenase | activity change, % (values are at about 110 or 230 µM) | actives 0.15% (n = 480,000) | purified LDHA, NADH/diaphorase-resazurin fluorescence; active compounds read low | L-lactate dehydrogenase A chain (Homo sapiens), P00338; in the data active = activity change below about -30%; inconclusive = mostly about -25% to -30%;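 also: plate controls were DMSO wells for no effect and wells without enzyme for full effect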
#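 Human LDH5 (2 nM) was incubated with 0.06 mM NADH and 0.2 mM pyruvate for 5 min at room temperature in Tris pH 7.4. Remaining NADH was coupled through diaphorase/resazurin, and resorufin fluorescence was read at 0 and 20 min.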
# Pol kappa inh = qHTS for Inhibitors of Polymerase Kappa. DNA polymerase kappa (Homo sapiens), Q9UBT6. purified Pol kappa, fluorescent DNA synthesis assay, 10 min. Potency, µM (titrated, usually from 107 µM), for inactives: at the highest dose activity, negative = inhibition, actives largely listed as inhibitors. actives 0.53% (n = 400,000). AID 588579, 2011; also: potency is read from the fitted curve at half-maximal effect; % is scaled to controls: 0 for no effect and ±100 for the full control effect
#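 Kinetic fluorescence screen: compound preincubated 15 min RT with 10 nM enzyme; 50 nM substrate (final) initiates; reads at 0/10 min.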
# 12-LOX inh = Primary qHTS assay for inhibitors of human arachidonate 12S-lipoxygenase (ALOX12): Round 2. purified 12hLO, xylenol orange hydroperoxide absorbance. actives 1.1% (n = 580,000). Polyunsaturated fatty acid lipoxygenase ALOX12 (Homo sapiens), P18054. Potency, µM (top dose mostly 108 µM), without a hit: top-dose activity change, negative = inhibition, usual class: inhibitors; also: potency is read from the fitted curve at half-maximal effect; % is scaled to controls: 0 for no effect and ±100 for the full control effect
#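 Purified human 12hLO (150 nM final) in 25 mM Hepes, 0.01% Triton X-100, pH 7.0 was preincubated 15 min at room temperature with compound. Then 40 uM arachidonic acid was added, 30 min. Hydroperoxide was read by Fe-XO absorbance ratio 573/405 nm.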
# Anesthetic bind = qHTS Assay for Identification of Novel General Anesthetics | apoferritin/1-aminoanthracene competitive binding, fluorescence | Potency, µM (series often up to 77.5 µM), for inactives: top-dose activity change, negative = displacement, actives largely listed as inhibitors | actives 0.074% (n = 350,000) | AID 485281, 2010; also: potency is read from the fitted curve at half-maximal effect; % is scaled to controls: 0 for no effect and ±100 for the full control effect; nearly all actives have a fitted effect of over 20% in size
#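 Read-out: endpoint 1-AMA fluorescence, excitation 380 nm and emission 535 nm, after compounds sit 10 min at room temperature with 10 uM horse-spleen apoferritin in 50% saturated 1-AMA/PBS. Values come from four-parameter Hill fits.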
# Pol eta inh = qHTS for Inhibitors of Polymerase Eta; DNA polymerase eta (Homo sapiens), Q9Y253; recombinant Pol eta, fluorescent DNA replication assay; Potency, µM (doses to about 114 µM), for inactives: at the highest dose activity change, negative = inhibition, most hits filed as inhibitors; actives 1.2% (n = 390,000); also: potency is read from the fitted curve at half-maximal effect; % is scaled to controls: 0 for no effect and ±100 for the full control effect
#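 Fluorescent replication assay: 50 nM final substrate added after a 15 min room-temperature compound preincubation with 10 nM enzyme. Signal taken at 0 min and again at 10 min.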
# RGS4 inhibitor = Inhibitors of Regulator of G Protein Signaling (RGS) 4: qHTS; Regulator of G-protein signaling 4 (Homo sapiens), P49798; Potency, µM (doses to about 114 µM), inactives show at the top dose activity change, negative = inhibition, usual class: inhibitors; actives 0.039% (n = 390,000); AID 504845, 2011; Transcreener GDP fluorescence polarization, RGS4-accelerated GTP hydrolysis; also: potency is read from the fitted curve at half-maximal effect; % is scaled to controls: 0 for no effect and ±100 for the full control effect; nearly all actives have a fitted effect of over 75% in size; some results filed as inactive show a strong effect at the top dose
#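 MLSMR compounds (23 nl, pin-transferred) preincubated 10 min at room temperature with a 500nM (2x) first reagent, then RGS4 at 900nM (2x) plus Transcreener GDP mix added; fluorescence polarization (620/688 nm) read before and after 90 min at 30 °C.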
# Active calls of the source: *; ? = inconclusive; . = no result given; & = joins results of further samples; [ ] = remark or other dose. Unless noted, calls follow the shape of the dose curve; as a rule, active = well fitted curve in the direction sought with a large enough effect; inconclusive = small, poorly fitted or top-dose-only effect, or another doubt; inactive = no such curve, though single readings can be large; an effect the other way counts as inactive or inconclusive. An excerpt; rates above refer to the full screens.
SMILES,ERG Ets-DNA blk,Pol beta inh,APEX1 inh,LDHA inh,Pol kappa inh,12-LOX inh,Anesthetic bind,Pol eta inh,RGS4 inhibitor
COc1ccc(OC)c(/C=N/Nc2cc(C)nc(N3CCOCC3)n2)c1,-15%,-5%,0%,-1,-2%,75%[activator],-6%,-16%,1%
N#Cc1ccccc1-c1cncnc1NCc1cccnc1,.,.,-2%,.,-1%[60.1 µM],-10%,-13%,.,.
Cc1nn(CCCC(=O)NCCc2ccccc2)c(=O)c2nn(-c3ccccc3)c(C)c12,1%,9%,12%,2,-7%,4%,-6%,-4%,5%[56.9 µM]
COc1ccc(S(=O)(=O)N(C)CC(=O)NCc2cccnc2)cc1C,3%,0%,1%,-7,-10%,11%,-13%,-2%,-24%
Cc1cc(Br)ccc1NC(=O)c1sc2nc3n(c(=O)c2c1C)CCCC3,-1%,0%,.,-5,-6%,-1%,847%[activator],-8%,-14%
CC(CNc1nc2ccc(Cl)cc2n2cnnc12)c1ccccc1 (centres undefined),5%,0%,-16%,0,-3%,0%,-2%,-13%,10%
CC(=O)Nc1ccc(NC(=O)C(C)OC(=O)C2CCN(S(=O)(=O)c3cccs3)CC2)cc1 (centres undefined),0%,10%,1%,1,0%,-4%,-5%,-9%,-7%
CC(=O)c1ccc(C(=O)N2CCCC(N3CCN(c4ccc(F)cc4)CC3)C2)s1 (centres undefined),-6%,17%,-6%,-7,-15%,0%,?,-1%,16%
O=C1CCc2cc(S(=O)(=O)N3CCC(C(=O)NC4CCCCCCC4)CC3)ccc2N1,2%,0%,3%,0,-1%,-20%,-5%,-9%,-21%
Cc1[nH]c(=O)nc(NN=Cc2ccc(Cl)cc2)c1C(=O)Nc1ccc(Cl)cc1,.,.,.,-5,-8%,-5%,.,-12%,-5%

# Rewritten as tab-separated lines: 9 of the compounds above
structure	ERG Ets-DNA blk	Pol beta inh	APEX1 inh	LDHA inh	Pol kappa inh	12-LOX inh	Anesthetic bind	Pol eta inh	RGS4 inhibitor
N#Cc1ccccc1-c1cncnc1NCc1cccnc1	.	.	-2%	.	-1%[60.1 µM]	-10%	-13%	.	.
Cc1nn(CCCC(=O)NCCc2ccccc2)c(=O)c2nn(-c3ccccc3)c(C)c12	1%	9%	12%	2	-7%	4%	-6%	-4%	5%[56.9 µM]
COc1ccc(S(=O)(=O)N(C)CC(=O)NCc2cccnc2)cc1C	3%	0%	1%	-7	-10%	11%	-13%	-2%	-24%
Cc1cc(Br)ccc1NC(=O)c1sc2nc3n(c(=O)c2c1C)CCCC3	-1%	0%	.	-5	-6%	-1%	847%[activator]	-8%	-14%
CC(CNc1nc2ccc(Cl)cc2n2cnnc12)c1ccccc1 (centres undefined)	5%	0%	-16%	0	-3%	0%	-2%	-13%	10%
CC(=O)Nc1ccc(NC(=O)C(C)OC(=O)C2CCN(S(=O)(=O)c3cccs3)CC2)cc1 (centres undefined)	0%	10%	1%	1	0%	-4%	-5%	-9%	-7%
CC(=O)c1ccc(C(=O)N2CCCC(N3CCN(c4ccc(F)cc4)CC3)C2)s1 (centres undefined)	-6%	17%	-6%	-7	-15%	0%	?	-1%	16%
O=C1CCc2cc(S(=O)(=O)N3CCC(C(=O)NC4CCCCCCC4)CC3)ccc2N1	2%	0%	3%	0	-1%	-20%	-5%	-9%	-21%
Cc1[nH]c(=O)nc(NN=Cc2ccc(Cl)cc2)c1C(=O)Nc1ccc(Cl)cc1	.	.	.	-5	-8%	-5%	.	-12%	-5%

# The list goes on:
SMILES,ERG Ets-DNA blk,Pol beta inh,APEX1 inh,LDHA inh,Pol kappa inh,12-LOX inh,Anesthetic bind,Pol eta inh,RGS4 inhibitor
CCOc1ccccc1-c1nc(CN2CCC(C(=O)N3CCOCC3)CC2)c(C)o1,-2%,18%,14%,-6,0%,15%,-11%,-3%,-10%
Cc1ccc(C)c(N2C(=O)N(C)c3ccccc3S2(=O)=O)c1,1%,13%,.,-5,5%[60.1 µM],-12%,-6%,-8%,-21%
COc1cc(/C=C2\C(=O)N(c3ccc(NC(C)=O)cc3)N=C2c2ccccc2)ccc1O,2%,49%,?,-4,-10%,?,-14%,10%,-5%
CCOC(=O)CCC(=O)Nc1ccc(S(=O)(=O)N2CCCC2)cc1,.,21%,0%,-5,-5%,-13%,-5%,4%,19%
CC(=O)N1c2ccccc2CC1C(=O)NCc1cccc(Cl)c1 (centres undefined),-2%,27%,.,-9,-1%,-8%,3%,-8%,0%
COc1ccccc1NC(=O)NCCCN1CCN(c2cccc(Cl)c2)CC1,-7%,3%,-3%,-3,-19%,-3%,-5%,-9%,11%
CCc1cccc(C)c1NC(=O)COn1nnc2ccc(C(F)(F)F)cc21,2%,12%,5%,-2,?,-10%,-7%,-21%,10%
CCc1ccc(NC(=O)CCc2c(C)nn(-c3ccc(N4CCCCC4)nn3)c2C)cc1,0%,-4%,1%,-5,-1%,6%,-2%,-5%,-10%
Cc1cc2cc(C=O)c(Cl)nc2cc1C,-7%,3%,2%,-3,-8%,0%,-8%,1%,-4%
O=C(COc1ccc(Br)cc1)N/N=C1/SCC(=O)N1Cc1ccccc1,-1%,32%,3%,-8,-23%,-15%,-11%,-4%,-1%
CN(C(=O)CSc1nnnn1-c1ccc(O)cc1)C1CCS(=O)(=O)C1 (centres undefined),-3%,1%,-2%,-3,-3%,1%,-5%,-7%,-14%
CCOC(=O)N1CCC(Nc2c(NCCN3CCN(c4ccccc4F)CC3)c(=O)c2=O)CC1,8%&-9%,79%,0%,-8&-15,-6%&-13%,8%,0%,-11%&-14%,-17%&-7%
Cc1ccc(O)c(NC(=O)CSc2ccc(Cl)cc2)c1,8%,45%,-4%,-5,-9%,-15%,-7%,-7%,20%
Nc1ncccc1OCc1ccc(Cl)c(Cl)c1,19%,4%,18%,-23,-4%,126%[activator],-23%,-11%,-1%
CCOc1ccc(-c2c(C#N)c(N)nc3c2c(=O)n(C)c(=O)n3C)cc1OC,1%,38%,-2%,-6,5%,0%,-7%,-8%,-12%
CC1=C(C(=O)Nc2ccccc2F)C(c2cccs2)C2=C(CCCC2=O)N1 (centres undefined),0%,-16%,4%,3,4%,-7%,-9%,-6%,?
COc1cc(=O)[nH]c(SC(C)C(=O)Nc2nc3c(s2)CCCC3)n1 (centres undefined),-4%,25%,19%,8,4%,?,-10%,-16%,-6%
Nc1ccccc1NC1CCCCC1,-5%,-1%,-2%,-5,-5%,?,?,9%,5%
